PRMT1 inh – PRMT1 (human) inhibition, primary screen. Q99873. recombinant PRMT1, activity-based probe fluorescence polarization. inhibition, % at 2.79 µM. 1.3% of 370,000 active;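 active = inhibition above about 21% made by adding two undisclosed values, limit read from the data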
rCAG RNA binder – binds r(CAG) RNA repeats. r(CAG) RNA repeat, TO-PRO-1 dye displacement fluorescence. inhibition, % at 3 µM. 1.3% of 370,000 active. AID 651821;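 active = inhibition above the plate cutoff, the mean of all test compounds on that plate plus 3 SD, cut at about 35% in these data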;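 also: 0% = DMSO alone and 100% = 100 µM mitoxantrone as full dye displacement; higher means more dye released from RNA so lower well fluorescence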
HTRA1 inhibitor – blocks human HTRA1 serine peptidase | Q92743 | recombinant HTRA1, FP-rhodamine activity-based probe, fluorescence polarization | inhibition, % at 5.96 µM | 0.5% of 340,000 active | AID 504803; in the data active = inhibition above about 36%;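 also: 0% = enzyme with DMSO and 100% = wells lacking enzyme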
UHRF1 binding – blocks human UHRF1 binding to methylated DNA; UHRF1 binding to methylated oligo, TR-FRET; inhibition, % at 4.4 µM; 0.75% of 370,000 active; AID 687016; in the data active = inhibition above about 21%;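 also: UHRF1 SRA domain binding a hemimethylated CpG hairpin DNA probe; 0% = median of test compound wells and 100% = reference inhibitor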
GC-B act – GC-B (human) receptor activation | activation, % at 10 µM | HEK293-GC-B cells, CNP EC30, cGMP TR-FRET; 0% at EC30 CNP, 100% saturating CNP | 0.11% of 370,000 active | P20594;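 active = activation at 10 µM reaching about 35% in either raw or pattern-adjusted values, limit read from the data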
mABHD4 FP – inhibitors of mouse ABHD4; Q8VD66; purified mABHD4, FP-Rh probe fluorescence polarization; inhibition, % at 8.92 µM; 0.54% of 370,000 active;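 active = inhibition exceeding the mean over every tested compound plus 3 SD, cut at about 30% in these data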;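 also: 0% = plate median of compound wells and 100% = S159A mutant with DMSO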
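Assay system: mABHD4 protein; medium: HEPES pH 7.0, NaCl, Pluronic buffer; dosing: 8.92 µM, single dose; schedule: 45 min + 60 min at 25 °C; signal: FP readout, ex 525 nm / em 598 nm; read-out: normalized percent inhibition of probe labeling; repeats: single replicate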
TCR-CD3 inh – human TCR-CD3 binding inhibition | TAMRA-labeled TCR probe fluorescence, biochemical | inhibition, % at 9.4 µM | 0.37% of 360,000 active; in the data active = inhibition above about 19%;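 also: recombinant mutant TCR 2C K166C tagged with TAMRA read by polarization; 0% = receptor in buffer alone and 100% = receptor with positive control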
SIAE primary – inhibitors of human sialic acid acetylesterase SIAE | Q9HAT2 | SIAE FP-Rh probe binding, fluorescence polarization | inhibition, % at 9.66 µM | 0.69% of 370,000 active;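 active = inhibition above a cutoff: mean of compounds within the control limits plus 3 SD of those, cut at about 17% in these data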;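 also: 0% = plate median of compound wells and 100% = probe without SIAE protein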
Target sequence (Q9HAT2 whole entry, looked up): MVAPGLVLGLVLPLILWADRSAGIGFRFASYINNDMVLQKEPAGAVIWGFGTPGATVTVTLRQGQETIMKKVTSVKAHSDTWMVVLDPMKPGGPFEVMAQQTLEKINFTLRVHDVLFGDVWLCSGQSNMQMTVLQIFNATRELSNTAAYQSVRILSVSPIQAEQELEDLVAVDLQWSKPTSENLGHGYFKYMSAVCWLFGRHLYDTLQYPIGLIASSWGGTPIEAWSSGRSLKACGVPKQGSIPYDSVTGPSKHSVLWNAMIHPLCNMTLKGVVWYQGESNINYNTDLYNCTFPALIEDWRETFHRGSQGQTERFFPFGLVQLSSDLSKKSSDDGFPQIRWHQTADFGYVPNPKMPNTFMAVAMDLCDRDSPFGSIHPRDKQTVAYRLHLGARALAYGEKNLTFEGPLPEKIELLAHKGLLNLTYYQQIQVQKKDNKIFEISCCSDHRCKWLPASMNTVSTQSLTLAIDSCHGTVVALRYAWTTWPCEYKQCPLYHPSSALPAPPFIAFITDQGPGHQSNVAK
MBD2 inh – blocks human MBD2 binding to methylated DNA; TR-FRET, MBD2 binding to methylated oligonucleotide; inhibition, % at 4.4 µM; 0.31% of 370,000 active; in the data active = inhibition above about 13%
Target sequence (Q9UBB5 whole entry, looked up): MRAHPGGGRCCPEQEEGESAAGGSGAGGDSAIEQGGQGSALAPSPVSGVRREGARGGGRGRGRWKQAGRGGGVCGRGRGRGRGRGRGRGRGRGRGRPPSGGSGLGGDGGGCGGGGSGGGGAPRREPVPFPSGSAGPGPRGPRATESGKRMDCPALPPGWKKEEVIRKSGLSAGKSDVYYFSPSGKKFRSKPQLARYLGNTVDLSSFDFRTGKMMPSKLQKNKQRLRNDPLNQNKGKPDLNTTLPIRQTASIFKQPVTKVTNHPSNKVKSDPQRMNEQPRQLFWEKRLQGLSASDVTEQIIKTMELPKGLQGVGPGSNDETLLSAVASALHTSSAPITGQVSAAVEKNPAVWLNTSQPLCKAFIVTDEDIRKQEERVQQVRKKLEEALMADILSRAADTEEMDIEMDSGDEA
GC-A act – GC-A (human) enzyme activation; P16066; activation, % at 10 µM; HEK293 GC-A cells, cGMP TR-FRET, EC30 ANP; 0% at EC30 ANP, 100% saturating ANP; 0.14% of 370,000 active; in the data active = activation above about 40%
* hit, by the source's call; / = not tested or not shown. Only part of the results is shown. The share of hits here may be higher or lower than overall.

Each structure is followed by: TCR-CD3 inh	GC-B act	HTRA1 inhibitor	MBD2 inh	GC-A act	SIAE primary	PRMT1 inh	mABHD4 FP	UHRF1 binding	rCAG RNA binder
O=C(NCc1nnnn1-c1ccc(F)cc1)c1ccc2ccccc2c1
  -12	-2	1	-7	-2	-7	2	-7	5	2
N#CCC(=O)N/N=C/c1cn(Cc2ccc(Cl)cc2Cl)c2ccccc12
  6	3	3	-3	3	-4	-5	-5	-4	9
COc1cc(C)c(S(=O)(=O)NOCc2ccc([N+](=O)[O-])cc2)c(C)c1C
  -1	1	-18	0	-4	-1	-3	-3	0	0
Cc1ccc(NC(=O)c2ncn(CCCNCCCc3ccccc3)n2)cc1C
  2	-8	1	-5	3	2	-7	-2	-1	9
C[C@H](NC(N)=O)C(=O)OCC(=O)Nc1ccc(OC(F)F)cc1
  -1	3	0	3	1	-4	2	6	-1	0
Cc1c(NS(=O)(=O)c2ccc(S(=O)(=O)c3ccccc3)s2)c(=O)n(-c2ccccc2)n1C
  -7	-1	4	-4	2	6	-4	4	-1	5
Cc1ccc(C)c(NC(=S)N2CCN(c3ccccn3)CC2)c1
  -4	1	-1	2	1	-1	1	10	0	-5
COC(=O)c1cccc(NC(=O)CCc2ccccc2)c1
  4	-2	-14	2	0	-3	3	-6	5	2
c1cncc(C2OCC3(CO2)COC(c2cccnc2)OC3)c1 (centres undefined)
  5	0	-13	-7	2	-7	2	0	-1	0
COC(CNC(=O)Cn1ncc2ccsc2c1=O)OC
  -7	6	-2	2	-3	-3	3	-12	4	0

Next section
Each structure is followed by: TCR-CD3 inh	GC-B act	HTRA1 inhibitor	MBD2 inh	GC-A act	SIAE primary	PRMT1 inh	mABHD4 FP	UHRF1 binding	rCAG RNA binder
CS(=O)(=O)c1ccccc1-c1csc(N2CCC(C(N)=O)CC2)n1
  0	2	/	1	-2	2	0	28	-1	9
CNNC(=S)Nc1ccc(Cl)cc1
  -9	1	-4	2	8	-2	3	-7	3	0
COc1cccc(/C=N/N2CCN(C3c4ccccc4-c4ccccc43)CC2)c1O
  4	1	-19	-1	-8	6	-3	-10	1	0
COc1ccc(-c2sc3ccc(OC)cc3c2C#Cc2ccccn2)cc1
  4	-17	-104	5	-13	-28	1	-48	16	16
CS(=O)(=O)N(CC(=O)Nc1ccccc1C(=O)N1CCOCC1)c1cccc([N+](=O)[O-])c1
  7	-4	3	-6	3	1	-3	-3	0	2
CCN(CC)S(=O)(=O)c1ccc(N2CCCCC2)c(C(=O)Nc2ccccc2N2CCOCC2)c1
  17	-4	-17	3	-6	0	-1	2	0	-4
O=C(Nc1ccc([N+](=O)[O-])c(NC(=O)C2CCCO2)c1)C1CCCO1 (centres undefined)
  -6	-3	9	-6	2	7	1	6	-4	6
CC(C)NCC1CCc2cc(CO)c([N+](=O)[O-])cc2N1 (centres undefined)
  -1	5	5	-7	3	11	-2	-1	-7	0
COc1cc(/C=N/n2nnnc2N)ccc1OC(C)=O
  -10	0	4	6	1	1	2	4	2	-3
COc1cc(NC(=O)C(=O)N2CCN(C)CC2)c(OC)cc1Cl
  -3	-15	4	-2	-1	-2	1	5	-3	-4

Going on with the list.
Each structure is followed by: TCR-CD3 inh	GC-B act	HTRA1 inhibitor	MBD2 inh	GC-A act	SIAE primary	PRMT1 inh	mABHD4 FP	UHRF1 binding	rCAG RNA binder
COc1ccc(NC(=O)COC(=O)/C=C/c2cnc3ccccc3n2)cc1
  4	-6	4	-4	-5	6	-2	-6	-2	4
Cc1ccc(C)c(C(C)NC(=O)CC#N)c1 (centres undefined)
  1	0	-1	-2	-2	5	0	-3	-3	-2
O=C(NN=C(Cc1ccccc1)Cc1ccccc1)c1ccccc1O
  -2	-1	/	1	-2	6	2	3	-4	6
CN(C)S(=O)(=O)c1cccc(NC(=O)c2ccc(OC(F)(F)F)cc2)c1
  2	4	-16	-10	1	-9	0	-14	-3	-1
CCC(C(=O)OCC(=O)Nc1c(Cl)cccc1Cl)c1ccccc1 (centres undefined)
  -1	1	-1	-2	0	-3	4	0	2	-3
CCCCn1nc(C(=O)Nc2cccc(C(=O)NC3CC3)c2)c2ccccc2c1=O
  -11	4	-22	1	0	-7	4	-13	1	-2
COc1cc(OC)cc(C(=O)NCC(C)NC(=O)c2cc(OC)cc(OC)c2)c1 (centres undefined)
  3	-11	6	0	-10	2	1	5	0	8
COC(=O)N/N=C/c1ccccc1
  4	2	5	3	2	-4	1	-4	1	-1
CC(Sc1ncnc2sccc12)C(=O)Nc1ccc(S(N)(=O)=O)cc1 (centres undefined)
  0	-16	-10	-5	-2	-8	-4	0	4	7
COc1ccc(S(=O)(=O)N[C@@H](CC(C)C)C(=O)O)cc1
  7	0	-4	-6	4	4	-3	-5	0	2

Continued.
Each structure is followed by: TCR-CD3 inh	GC-B act	HTRA1 inhibitor	MBD2 inh	GC-A act	SIAE primary	PRMT1 inh	mABHD4 FP	UHRF1 binding	rCAG RNA binder
Cc1cccc(C(=O)NCCc2csc(C)n2)c1
  -1	-2	4	3	1	2	-3	-4	-2	1
Cc1nc2scc(C)n2c(=O)c1S(=O)(=O)N1CCN(c2ccc([N+](=O)[O-])cc2)CC1
  1	-4	1	-1	-7	-8	-9	-9	2	1
Cc1ccc(C(=O)CC(c2cccs2)S(=O)(=O)c2ccc(C)cc2)cc1 (centres undefined)
  4	2	-5	2	1	-1	-1	10	2	0
O=C(NCCCn1ccnc1)Nc1ccc(Cl)cc1Cl
  19	-6	-2	0	-3	0	-1	4	1	-1
S=C(NCCCCc1ccccc1)NCc1ccccc1
  -1	-3	-15	-2	3	-7	-2	-12	-1	-5
CCCCCCN1C[C@@H](O)[C@H](n2cc(COC(=O)c3ccccc3)nn2)C[C@@H]1c1ccc(C)cc1
  -1	2	-1	4	-10	-3	0	-2	0	9
CSCCC(NS(=O)(=O)c1ccc2c(c1)oc(=O)n2C)C(=O)NC1CCN(Cc2ccccc2)CC1 (centres undefined)
  -13	-1	1	6	3	3	-2	-6	1	1
CC[C@@H](C)C(NC(=O)OC(C)(C)C)c1cn([C@@H](Cc2ccc(O)cc2)C(=O)N2CCN(C(=O)OC(C)(C)C)CC2)nn1 (some centres undefined)
  5	-3	-5	2	3	2	-3	2	-3	-9
CCOC(=O)N1CCN(C(=S)Nc2ccc(C)cc2C)CC1
  -3	-2	7	1	1	-5	3	-5	5	-8
O=C(NCCc1ccc(Cl)cc1)C1=CC=CN2CCS(=O)(=O)N=C12
  2	-1	5	1	1	-4	1	8	-4	1

(next part)
Each structure is followed by: TCR-CD3 inh	GC-B act	HTRA1 inhibitor	MBD2 inh	GC-A act	SIAE primary	PRMT1 inh	mABHD4 FP	UHRF1 binding	rCAG RNA binder
Cc1cc(C)c(N=C2SCC(=O)N2Cc2ccco2)c(C)c1
  1	-1	-10	2	0	-2	7	-4	1	0
CC(C)NC(=O)c1nc2c(nnn2Cc2cccc(Cl)c2)c(=O)[nH]1
  -12	-2	-3	-3	-5	-3	0	-5	1	6
Cc1nc2nc(SCC(=O)NCc3ccco3)nn2c(C)c1Cc1ccccc1
  10	-7	-1	-2	4	7	5	8	2	4
CC(=O)Nc1cccc(-c2nc3ccccc3c(=O)o2)c1
  3	8	-7	3	5	-1	-2	1	0	4
CCN1C(=O)[C@H]2[C@@H](c3ccc(Cl)cc3)N3C(=O)CN(Cc4ccccc4)C(=O)[C@@]3(C)[C@H]2C1=O
  -4	0	-2	0	-1	11	-1	5	2	-4
COc1ccc(S(=O)(=O)ON=C2CC(C)(C)N(C(C)=O)C(C)(C)C2)cc1
  -6	3	-7	-4	2	3	4	3	3	0
COC(=O)c1ccc(OC)c(CSc2nnc(COc3ccc(Cl)cc3)o2)c1
  0	-1	-4	14*	-4	-8	-1	-2	0	-4
O=C(COC(=O)c1ccccc1SCC(=O)NC1CCCCC1)NC1CCCCC1
  1	4	-9	-2	8	-4	7	7	0	2
CCn1cc(C(=O)OCC(=O)c2cc(C)n(-c3ccccc3F)c2C)c(=O)c2ccc(C)nc21
  2	-1	-30	-7	-1	7	1	-1	1	-4
O=C(/C=C/c1ccc(OCc2ccccc2)c(OCc2ccccc2)c1)c1cccnc1
  6	-12	-25	-5	-26	-7	1	-5	0	4

The list continues.
Each structure is followed by: TCR-CD3 inh	GC-B act	HTRA1 inhibitor	MBD2 inh	GC-A act	SIAE primary	PRMT1 inh	mABHD4 FP	UHRF1 binding	rCAG RNA binder
CC(=O)Nc1ccc(S(=O)(=O)NCCc2csc(C)n2)cc1
  0	4	5	-5	4	0	-3	-3	-3	1
CCOC(=O)[C@]12CCCC=C1N(CCCOC)C(=O)[C@@H]2CC(=O)N1CCCCC1
  /	-3	/	4	-1	-3	1	2	0	2
CCC1Sc2ccccc2N(CC(=O)NCCC2=CCCCC2)C1=O (centres undefined)
  1	-5	-9	0	-11	2	-3	-8	0	-3
CC(=O)c1cccc(-c2cnc3c(NC=O)cc(-c4ccc(N(C)C)cc4)cn23)c1
  -5	-5	/	-4	1	-1	-1	-4	32*	14
Cc1ccccc1C(=O)N1CCC(C(N)=O)CC1
  2	0	-2	0	0	-6	1	-4	-3	0
O=C(COC(=O)c1cc2ccccc2cc1O)NCc1ccccc1
  -2	-2	-1	-1	-3	-3	0	2	-2	5
C=CCn1c(SCCCc2ccccc2)nc2c1c(=O)[nH]c(=O)n2C
  -1	4	-5	-2	2	-4	-2	3	4	2
Cc1cc(Cl)c(OCCCn2cncn2)c(Br)c1
  4	-1	-5	-8	0	0	-2	1	-1	-6
O=C(Nc1ccc(OC(F)F)cc1)Nc1cccc(C(F)(F)F)c1
  6	-12	-31	-3	9	-64	0	-56	1	10
Cc1cc(C)c(NC(=O)COC(=O)CCc2ccc(S(=O)(=O)N3CCCCC3)cc2)c(C)c1
  -1	-2	3	2	1	-3	1	1	3	2

Continuation.
Each structure is followed by: TCR-CD3 inh	GC-B act	HTRA1 inhibitor	MBD2 inh	GC-A act	SIAE primary	PRMT1 inh	mABHD4 FP	UHRF1 binding	rCAG RNA binder
CC(=O)c1ccc2oc3ccccc3c(=O)c2c1
  2	-3	2	0	2	3	0	3	-5	0
Cc1ccc(CN(C(=O)c2cc3ccccc3oc2=O)C2CCS(=O)(=O)C2)cc1 (centres undefined)
  3	-10	-1	0	-3	-3	-1	2	-2	2
Cc1ccc(F)cc1C(=O)N1CCCCC1c1cc(C(=O)NCc2ccccc2)no1 (centres undefined)
  2	2	/	-3	1	-2	-3	-2	-1	3
NC(=O)N/N=C/c1ccccc1OCc1cccc2ccccc12
  8	-15	-11	-4	-24	-8	2	-5	-2	0
CC(=O)Cn1cnc2scc(-c3ccc(C)c(C)c3)c2c1=O
  -9	8	0	1	-3	-6	0	2	3	0
CC(CCN1CCN(c2ccc(F)cc2)CC1)c1ccccc1 (centres undefined)
  -5	-5	0	-5	3	0	-4	-5	1	-4
C=CCNC(=O)c1sccc1Oc1ccc(F)cc1[N+](=O)[O-]
  0	1	-3	-1	-5	-1	-3	0	-1	0
COC(=O)c1ccc(CNC(=O)c2ccc(COc3ccccc3)cc2)cc1
  7	7	-7	3	1	7	-2	-10	-2	3
Cc1cc(C)cc(OC(=O)CS(=O)c2ccc(C(F)(F)F)cc2[N+](=O)[O-])c1 (centres undefined)
  8	-6	-5	1	-7	-1	0	7	-1	-3
CC(C)CC1=C/C(=C/c2ccc(-c3ccccc3)o2)C(=O)O1
  -5	1	-20	-5	-10	2	15	19	3	44*
Cc1ncc([N+](=O)[O-])n1CCO
  -8	0	6	2	2	4	3	-11	4	3
Cc1ccc2oc(-c3cccc(NC(=S)NC(=O)c4cccs4)c3)nc2c1
  0	0	-3	2	3	-3	2	6	2	1
